# DENV2 CPE: inhibitors of DENV2 cytopathic effect; DENV2-infected cells, cytopathic effect rescue, plate reader; CPE inhibition, % at 9.99 µM; 1.7% of 350,000 active; in the data active = CPE inhibition above about 20%, passing the limit was not always enough; inconclusive = no clear call, values can overlap the other calls; tested in BHK-21 cells;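 note: 0% = median of neutral control wells and 100% = median of positive control wells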
# Casp6 inh: inhibitors of human caspase-6; P55212; purified caspase-6, Z-VEID-R110 cleavage fluorescence; 0.53% of 350,000 active; inhibition, % at 12.5 µM;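 active = mean inhibition across replicates at least about 35%, with every replicate also reaching that limit, limit read from the data; inconclusive = only one of the two criteria met; inactive = neither criterion met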;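 note: 0% = median of neutral control wells and 100% = no fluorescence left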
# Target sequence (P55212 24-179 limits assumed): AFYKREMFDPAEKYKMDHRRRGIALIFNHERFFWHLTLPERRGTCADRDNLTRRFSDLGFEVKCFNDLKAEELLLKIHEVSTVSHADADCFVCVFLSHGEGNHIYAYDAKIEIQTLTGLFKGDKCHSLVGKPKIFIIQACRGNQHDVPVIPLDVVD
# Target sequence (P55212 194-293 limits assumed): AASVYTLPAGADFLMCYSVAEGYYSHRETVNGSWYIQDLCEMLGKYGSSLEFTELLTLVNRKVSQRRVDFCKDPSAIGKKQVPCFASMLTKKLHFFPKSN
# ERp5 inh: inhibitors of human ERp5 | Q15084 | 0.05% of 350,000 active | ERp5 insulin aggregation, absorbance 650 nm, 90 min | inhibition, % at 9.99 µM;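 active = mean replicate inhibition above about 25%, with every replicate also reaching it, limit read from the data, passing the limit was not always enough; inconclusive = only one of those two criteria met; inactive = neither criterion met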
# Target sequence (Q15084 whole entry, looked up): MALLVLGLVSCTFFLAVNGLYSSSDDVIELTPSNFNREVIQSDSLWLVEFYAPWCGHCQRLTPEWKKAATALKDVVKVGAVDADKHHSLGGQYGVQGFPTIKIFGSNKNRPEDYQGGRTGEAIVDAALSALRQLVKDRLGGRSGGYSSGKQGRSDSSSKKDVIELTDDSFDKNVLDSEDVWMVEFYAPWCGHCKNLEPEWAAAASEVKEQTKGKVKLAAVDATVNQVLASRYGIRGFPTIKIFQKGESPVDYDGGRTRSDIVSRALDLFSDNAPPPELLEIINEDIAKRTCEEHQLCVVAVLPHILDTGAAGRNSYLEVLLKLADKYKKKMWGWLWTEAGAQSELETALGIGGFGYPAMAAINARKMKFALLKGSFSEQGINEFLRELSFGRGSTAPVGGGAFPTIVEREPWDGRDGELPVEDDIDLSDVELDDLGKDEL
# CFTR F508del cor: CFTR F508del correction in bronchial cells; AID 720511; 0.36% of 350,000 active; CFBE cells, YFP halide quenching; stimulated with forskolin plus potentiator P3; % fluorescence drop versus neutral controls; activity (quench increase), % at 7.58 µM;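 active = mean added fluorescence quench of at least 8% versus neutral control, with both replicates also reaching 8%; inconclusive = only one of the mean or replicate conditions met; inactive = mean below 8% and not both replicates reaching 8%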;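 note: cells transiently co-express mutant CFTR-F508del with the halide-sensitive YFP; corrector assay measuring rescue of mutant channel to the surface after 24 h compound exposure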
# ERAP1 HTS inh: ERAP1 (human) enzyme inhibition; recombinant ERAP1, Leu-AMC fluorescence, 60 min; inhibition, % at 10.7 µM; 0.15% of 340,000 active; AID 652197;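 active = mean replicate inhibition of at least 30%, or all replicates individually reaching that 30% level; inactive = mean below 30% and not every replicate reaching it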;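 note: 0% = neutral control wells and 100% = L-leucinethiol positive control wells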
# SIRT5 block: inhibitors of human sirtuin-5 desuccinylase; Purified SirT5, succinyl-peptide AMC, trypsin-coupled fluorescence; inhibition, % at 15 µM; 1.1% of 330,000 active; in the data active = inhibition above about 15%; inconclusive = no clear call, values can overlap the other calls
# Target sequence (Q9NXA8 whole entry, looked up): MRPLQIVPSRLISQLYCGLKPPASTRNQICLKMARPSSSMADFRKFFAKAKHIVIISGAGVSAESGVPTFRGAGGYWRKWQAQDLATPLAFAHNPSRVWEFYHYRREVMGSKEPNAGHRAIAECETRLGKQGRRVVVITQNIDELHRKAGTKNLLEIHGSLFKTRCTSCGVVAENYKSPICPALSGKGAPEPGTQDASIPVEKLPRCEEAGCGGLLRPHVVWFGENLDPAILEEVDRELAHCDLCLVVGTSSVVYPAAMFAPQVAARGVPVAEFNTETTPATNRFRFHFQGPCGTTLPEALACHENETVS
# miR122 inh: miR-122 inhibition in Huh7 cells; activation (reporter increase), % at 12.5 µM; Huh7 miR-122 Renilla luciferase sensor, 48 h; neutral wells = 0, positive control = 100; 0.3% of 340,000 active;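 active = mean replicate activation score at least 90 and every replicate individually at or above 90; inconclusive = only one of the two criteria met; inactive = neither criterion met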;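 note: higher luciferase means less miR-122 activity so hits act as miR-122 inhibitors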
# * hit, by the source's call; ? = inconclusive; . = no result given; [ ] = another dose, or the depositor's remark.
SMILES,DENV2 CPE,Casp6 inh,ERp5 inh,CFTR F508del cor,ERAP1 HTS inh,SIRT5 block,miR122 inh
Cc1ccc(S(=O)(=O)N2[C@H](CC(=O)c3ccccc3)OC[C@@H]2C)cc1,-11,-1,3,-0.9,-3,0,.
Cn1cc(S(=O)(=O)N2CCN(Cc3ccccc3)CC2)c(=O)n(C)c1=O,2,0,7,1.8,-10,-5,.
Cc1ccccc1-c1nc(CS(=O)(=O)CC(=O)NCc2ccccc2)c(C)o1,-3,0,-5,8.8*,3,-5,-4
c1ccc2nc3c(nc2c1)OCC1CCCCN31 (stereo not drawn),10,-2,-1,-2.7,-29,-21,5
O=C(NC1(c2ccccc2)CC1)C1CCC(=O)N(Cc2ccc(Cl)cc2)C1 (stereo not drawn),0,-3,-1,0.0,-2,0,-2
c1ccc(Nc2nc3ccccc3n3nnnc23)cc1,1,0,-1,0.9,5,-6,.
O=C(c1ccc(F)cc1)N1CCCCN2[C@H](C1)[C@@H](c1ccc(C#CC3(O)CCCC3)cc1)[C@@H]2CO,15,-1,-1,-2.5,1,8,-5[16.7 µM]
Nc1c(N(Cc2ccco2)C(=O)c2ccc(Cl)cc2)c(=O)[nH]c(=O)n1Cc1ccccc1,5,-2,3,-0.2,1,-1,5
C/C=C/c1cnc2c(c1)C(=O)N([C@@H](C)CO)C[C@@H](C)[C@H](CN(C)C(=O)NC1CCCCC1)O2,1,3,-1,3.0,0,1,-6[16.7 µM]
CC(=NNC1=NCCN1)c1cnn(C2=NCCN2)c1C,?,-29,3,-2.0,1,-4,.
C[C@H](CO)N1C[C@H](C)[C@H](CN(C)C(=O)NC2CCCCC2)Oc2c(NC(=O)Nc3ccccc3)cccc2C1=O,3,1,-1,-1.4,1,4,-1[16.7 µM]
CCCN(C)C[C@@H]1Oc2cc(C#Cc3cccnc3)ccc2S(=O)(=O)N([C@@H](C)CO)C[C@H]1C,-2,1,3,2.2,-4,-2,-6[16.7 µM]
CO[C@H]1CN(C)C(=O)c2ccc(NC(=O)c3cc(C)on3)cc2OC[C@@H](C)N(C)C[C@@H]1C,21*,-2,10,5.5,3,6,.
CC(=O)Nc1ccc(NC(=O)C/C(C)=N/NC(N)=S)cc1,.,-2,-3,0.3,8,0,.
C[C@@H]1CN([C@H](C)CO)C(=O)c2cc(NC(=O)Cc3ccccc3)ccc2O[C@@H]1CN(C)Cc1ccc(C(=O)O)cc1,?,4,-8,3.3,2,-1,-13[16.7 µM]
O=C(CSc1nncn1-c1ccccc1)Nc1cccc(S(=O)(=O)N2CCCCC2)c1,?,2,7,.,2,-3,.
Cn1c(SCC(=O)Nc2ccc(F)cc2)nnc1-c1cccnc1,22*,1,3,2.0,-5,-3,2
O=C(C[C@@H]1C/C=C\C[C@H](NC(=O)OCC2c3ccccc3-c3ccccc32)C(=O)OC[C@H]2CCCN2C1=O)N[C@H](CO)Cc1ccccc1,-12,1,0,4.1,.,-1,-2
COc1ccc2cc(N=Cc3nc(-c4ccc(C)cc4)oc3O)cnc2c1,-6,0,2,-1.7,6,-1,.
C[C@@H]1CN([C@H](C)CO)C(=O)c2cc(NS(=O)(=O)c3ccc(F)cc3)ccc2O[C@H]1CN(C)Cc1ccncc1,-1,0,-1,0.9,0,-1,3[16.7 µM]
COC(=O)c1cn(-c2ccccc2)nc1-c1ccc(OC)c(OC)c1,3,-5,-1,0.0,3,-6,.
O=C(C[C@@H]1C[C@H]2c3cc(NC(=O)Cc4ccncc4)ccc3O[C@H]2[C@H](CO)O1)NCc1cc(F)ccc1F,-5,2,1,1.3,1,6,-3[16.7 µM]
COc1ccc(C2C(C(C)=O)=C(O)C(=O)N2Cc2ccccc2)c(OC)c1 (stereo not drawn),-6,2,4,-0.2,-1,-2,-3
CC(C)NC(=O)COc1coc(CN2CCN(c3ccccc3F)CC2)cc1=O,?,1,-9,-1.3,0,-2,-4
CC1CCN(c2c(NCc3ccc(C(=O)N(C)C4CCCCC4)cc3)c(=O)c2=O)CC1,6,-1,3,1.3,0,-1,18
# Following part
SMILES,DENV2 CPE,Casp6 inh,ERp5 inh,CFTR F508del cor,ERAP1 HTS inh,SIRT5 block,miR122 inh
O=C(Nc1c2c(nn1-c1ccc([N+](=O)[O-])cc1)CS(=O)(=O)C2)c1ccco1,8,4,-8,-3.4,-1,-2,-5
O=C(O)c1cccc(COc2ccc(CO)cc2Cl)c1,4,0,12,-2.1,0,0,.
CCC(CC)c1nnc(NC(=O)CSCc2c(C)noc2C)s1,-8,0,-2,3.4,-1,1,.
O=C(N/N=C/c1cn(CC(=O)N2CCOCC2)c2ccccc12)c1cccnc1,-5,-1,2,1.3,3,0,.
Cc1noc(C)c1S(=O)(=O)Nc1cccc2c1O[C@@H](CN(C)S(=O)(=O)c1ccc(Cl)cc1)[C@@H](C)CN([C@H](C)CO)C2=O,4,-1,-1,-9.2,1,-9,2[16.7 µM]
COc1ccc(CN(C)C[C@H]2OCCCC[C@@H](C)Oc3ccc(NC(=O)NC4CCCCC4)cc3C(=O)N([C@@H](C)CO)C[C@@H]2C)cc1,1,1,-4,-0.2,-1,-4,14[16.7 µM]
C[C@@H](NC(=O)C[C@@H]1C[C@H]2c3cc(NC(=O)Nc4ccccc4F)ccc3O[C@H]2[C@@H](CO)O1)c1ccccc1,6,1,3,3.6,0,0,2[16.7 µM]
Cc1ccc(C)c(N2CCN(C(=O)CN3C(=S)NC(C)(C)CC3C)CC2)c1 (stereo not drawn),3,5,-1,1.7,0,-3,.
O=C(C[C@H]1C[C@H]2c3cc(NC(=O)Nc4ccccc4F)ccc3O[C@H]2[C@H](CO)O1)NCc1ccncc1,-1,-2,19,2.0,-1,.,-5[16.7 µM]
COc1ccc(C(O)C2c3c(cc4c(c3OC)OCO4)CCN2C)c(CO)c1OC (stereo not drawn),?,-2,3,2.0,-3,-3,-2
COc1ccc(Nc2cc(C)nc(N)n2)cc1,?,1,4,-3.2,2,-1,.
C[C@@H]1CCCCO[C@H](CN(C)S(=O)(=O)c2ccccc2)[C@H](C)CN([C@@H](C)CO)C(=O)c2cc(NC(=O)C3CCCCC3)ccc2O1,-10,3,-3,1.9,1,8,-5[16.7 µM]
CC[C@]12c3[nH]c4ccc(Cl)cc4c3CCN1C(=O)[C@@H](CC(=O)NCCCn1ccnc1)C[C@@H]2C(=O)N1CCN(C(=O)c2ccco2)CC1,?,-33,7,-0.9,0,0,-5
COC(=O)c1cn(C(=O)c2cc(Br)ccc2Cl)c2ccccc12,-1,-3,-2,-1.2,1,-1,.
COc1ccc(NC(=O)N(C)C[C@H]2Oc3ccc(NS(=O)(=O)c4cn(C)cn4)cc3C(=O)N([C@@H](C)CO)C[C@@H]2C)cc1,12,1,8,0.5,-1,3,0[16.7 µM]
CCCCN(C(=O)NC(=O)Nc1nc2ccc(OC)cc2s1)S(C)(=O)=O,11,-1,2,2.4,-1,0,-1
CC(=O)Nc1ccc2c(c1)C(=O)N(C)[C@H]1CC[C@@H](CC(=O)Nc3cn(C)nc3C)O[C@@H]1CO2,-1,-1,-6,-2.6,1,1,0[16.7 µM]
O=C1O[C@@H](c2ccccc2)[C@@H](c2ccccc2)N2[C@@H](c3ccccc3OCCO)[C@]3(C(=O)Nc4ccc(C#CC5=CCCCC5)cc43)[C@@H](C(=O)N3CCCCCCC3)[C@H]12,-5,0,6,-0.6,-2,-1,.
CCCc1nnc(NC(=O)CCC(=O)N2CCN(Cc3ccc(Cl)cc3)CC2)s1,19,-2,4,-3.2,-5,-4,1
CCC/C=C/c1ccc(CN2C(C)C(=O)N(Cc3cn(CCC4OCCO4)nn3)CCS2(=O)=O)cc1 (stereo not drawn),10,4,-5,3.0,.,-4,-6
COC(=O)c1cc2c(c3c4ccccc4n(S(=O)(=O)c4ccc(OC)cc4)c13)C(=O)N(Cc1ccc(C(F)(F)F)cc1)C2,12,-7,4,-2.1,-2,.,.
Cc1sc2nc(CSC(C)C(=O)Nc3ccc(Cl)cn3)[nH]c(=O)c2c1C (stereo not drawn),0,7,-15,2.3,6,-4,0
CC(CCc1ccccc1)NC(=O)C1CCN(S(=O)(=O)c2ccc(F)cc2)CC1 (stereo not drawn),8,3,4,1.3,1,0,6
C[C@H](CO)N1C[C@H](C)[C@@H](CN(C)C(=O)Nc2ccccc2)Oc2c(NC(=O)C3CCOCC3)cccc2C1=O,15,-1,-3,-0.2,-3,1,5[16.7 µM]
O=C(c1ccco1)N1CCN(C(=O)c2cccn3c(=O)c4c5c(sc4nc23)CCCC5)CC1,2,-2,-4,2.2,-2,-1,-4

# Gathered by group, the compounds so far with a COOH group (two)
SMILES,DENV2 CPE,Casp6 inh,ERp5 inh,CFTR F508del cor,ERAP1 HTS inh,SIRT5 block,miR122 inh
C[C@@H]1CN([C@H](C)CO)C(=O)c2cc(NC(=O)Cc3ccccc3)ccc2O[C@@H]1CN(C)Cc1ccc(C(=O)O)cc1,?,4,-8,3.3,2,-1,-13[16.7 µM]
O=C(O)c1cccc(COc2ccc(CO)cc2Cl)c1,4,0,12,-2.1,0,0,.

# Back to the main list; the 2 compounds before the break are reprinted first.
SMILES,DENV2 CPE,Casp6 inh,ERp5 inh,CFTR F508del cor,ERAP1 HTS inh,SIRT5 block,miR122 inh
C[C@H](CO)N1C[C@H](C)[C@@H](CN(C)C(=O)Nc2ccccc2)Oc2c(NC(=O)C3CCOCC3)cccc2C1=O,15,-1,-3,-0.2,-3,1,5[16.7 µM]
O=C(c1ccco1)N1CCN(C(=O)c2cccn3c(=O)c4c5c(sc4nc23)CCCC5)CC1,2,-2,-4,2.2,-2,-1,-4
C/C(=C\c1ccccc1)C(=O)NCc1ccco1,9,0,-1,.,3,-1,.
CCOc1ccc(NC(=S)N2CCCC2)cc1,4,-3,-3,0.1,-4,-1,-3
COc1ccc(CCNC(=O)COC(=O)c2ccc(S(=O)(=O)N3CCCC3)cc2)cc1OC,8,2,-1,1.0,4,2,.
N#C/C(=C(/O)c1cccs1)c1nc2ccccc2[nH]1,5,4,0,-2.6,-1,-2,4
CC(C)(C)OC(=O)NNC(=O)Nc1ccccc1C(F)(F)F,0,0,-11,-0.4,0,-3,.
CC(=O)c1cccc(NC(=O)C2=CN3CCS(=O)(=O)N=C3C=C2)c1,-1,2,.,-2.9,20,1,-10
c1ccc2[nH]c(SCC3CCCCO3)nc2c1 (stereo not drawn),4,0,3,0.1,-1,-1,.
C[C@@H]1CCCCO[C@@H](CN(C)C(=O)Nc2ccc(F)cc2)[C@H](C)CN([C@@H](C)CO)C(=O)c2cc(NC(=O)c3ccccc3)ccc2O1,-10,-1,1,0.4,0,2,-4[16.7 µM]
CCCCN1C(=N)N([C@@H](CCC)CN2CCC[C@H]2CN2C(N)=NC[C@@H]2Cc2ccccc2)C[C@H]1[C@H](C)CC,?,-31,9,1.6,3,.,0
O=C1NCC(Nc2ccccc2)C(=O)N1 (stereo not drawn),-14,-1,0,-1.4,-2,-2,.
Nc1[nH]c(=O)[nH]c(=O)c1N=Nc1cccc(Cl)c1,-1,3,-4,0.8,-5,0,.
Cc1ccc(S(=O)(=O)Nc2ccc3c(c2)C(=O)N([C@H](C)CO)C[C@@H](C)[C@@H](CN(C)C(=O)Nc2ccc(C(F)(F)F)cc2)O3)cc1,-7,-2,0,2.1,0,4,-3[16.7 µM]
COc1ccc(CN(Cc2ccc(C(=O)O)cc2)C(=S)Nc2ccc(C)cc2)cc1OC,10,3,-2,-1.6,4,-4,1
COCC(=O)N(C)C[C@@H]1Oc2ncc(/C=C/c3ccccc3)cc2C(=O)N([C@H](C)CO)C[C@@H]1C,11,-2,1,-0.5,1,-17,11[16.7 µM]
COc1ccc(CNn2c(-c3cccc(C)c3)nc3ccccc3c2=O)cc1OC,-4,2,4,-1.5,0,-1,2
Cc1ccc(S(=O)(=O)NCCC(=O)N2CCOCC2)cc1C,.,-1,1,-2.2,-2,-4,.
N#C[C@@H]1[C@@H](c2ccc(C#Cc3ccccc3F)cc2)[C@@H](CO)N1C(=O)C1CCCCC1,?,-1,0,-1.0,7,5,.
COc1ccc(OC)c(NC(=O)COC(=O)CCc2ccc(S(=O)(=O)N3CCOCC3)cc2)c1,2,-2,5,1.8,1,.,2

# Compound activity as filed in PubChem BioAssay.

# Hits appear at their usual frequency; overall some 4% were active at least once.
